High-throughput results (PubChem BioAssay)
M5 antag: CHRM5 antagonism in calcium assay; CHO-hM5 cells, Fluo-8 calcium fluorescence, ACh EC80; inhibition, % at 3 µM; 360,000 compounds, 0.59% hits; AID 624040;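 active means inhibition above a per-plate cutoff, the mean of that plate's test compounds plus 3 SD, cut at about 27% in these data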;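 further: 0% = acetylcholine EC80 with DMSO and 100% = DMSO without agonist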
Target sequence (P08912 whole entry, looked up): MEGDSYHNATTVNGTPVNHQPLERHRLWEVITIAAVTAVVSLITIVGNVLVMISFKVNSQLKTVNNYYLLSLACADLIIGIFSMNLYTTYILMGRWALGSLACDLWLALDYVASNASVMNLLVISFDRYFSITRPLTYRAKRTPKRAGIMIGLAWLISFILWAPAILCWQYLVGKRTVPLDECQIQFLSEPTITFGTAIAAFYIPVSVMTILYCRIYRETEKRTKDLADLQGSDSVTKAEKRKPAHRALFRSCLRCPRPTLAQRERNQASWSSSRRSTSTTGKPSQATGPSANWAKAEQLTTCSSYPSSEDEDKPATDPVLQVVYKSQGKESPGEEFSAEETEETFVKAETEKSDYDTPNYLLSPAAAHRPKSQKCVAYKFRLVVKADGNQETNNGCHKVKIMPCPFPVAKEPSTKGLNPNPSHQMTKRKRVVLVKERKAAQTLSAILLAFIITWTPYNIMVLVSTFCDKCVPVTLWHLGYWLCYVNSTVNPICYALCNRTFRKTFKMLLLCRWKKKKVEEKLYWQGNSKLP
CHRM5 agonist: agonists of human muscarinic M5 receptor (CHRM5). 360,000 compounds, 0.19% hits. P08912. CHO-K1 hM5 cells, Fluo-8 calcium fluorescence; 0% DMSO wells, 100% maximal acetylcholine response. activation, % at 3 µM;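 active means activation above the run's mean over test compounds plus 3 SD, cut at about 23% in these data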;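 further: signal is peak over basal fluorescence ratio across the kinetic read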
CHRM1 antagonist: human CHRM1 antagonism. 360,000 compounds, 1.3% hits. P11229. AID 588852. inhibition, % at 3 µM. CHO-K1 hM1, Fluo-8 calcium fluorescence, ACh EC80 antagonist;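 active means percent inhibition above its own plate's cutoff, namely the mean of that plate's compound wells plus 3 SD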;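 further: peak over basal fluorescence ratio during 140 s after agonist addition; 0% = ACh EC80 plus DMSO and 100% = DMSO alone without agonist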
CHRM4 antagonist: CHRM4 antagonism in calcium assay | CHO-hM4 cells, ACh EC80, Fluo-8 calcium fluorescence | inhibition, % at 3 µM | 360,000 compounds, 0.73% hits | AID 624125;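 active means inhibition above its plate's cutoff, the mean inhibition of sample wells plus 3 SD, cut at about 27% in these data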;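 further: 0% = acetylcholine EC80 with DMSO and 100% = DMSO without agonist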
Target sequence (P08173 whole entry, looked up): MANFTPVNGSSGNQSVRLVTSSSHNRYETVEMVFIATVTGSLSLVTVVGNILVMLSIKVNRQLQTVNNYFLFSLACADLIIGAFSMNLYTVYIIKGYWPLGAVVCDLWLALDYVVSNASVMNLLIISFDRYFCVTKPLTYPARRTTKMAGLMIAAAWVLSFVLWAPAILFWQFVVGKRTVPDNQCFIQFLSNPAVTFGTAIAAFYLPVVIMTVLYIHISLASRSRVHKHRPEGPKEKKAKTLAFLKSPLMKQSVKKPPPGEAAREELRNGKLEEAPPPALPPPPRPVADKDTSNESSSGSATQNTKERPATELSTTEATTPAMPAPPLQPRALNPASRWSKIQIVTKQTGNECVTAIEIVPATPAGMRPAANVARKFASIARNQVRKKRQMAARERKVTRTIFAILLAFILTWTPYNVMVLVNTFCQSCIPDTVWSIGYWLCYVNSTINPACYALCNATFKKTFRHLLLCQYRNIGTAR
CHRM5 PAM: CHRM5 positive allosteric modulation. P08912. CHO-K1 hM5, Fluo-8 calcium, ACh EC20 PAM; 0% = ACh EC20, 100% = ACh EC100. activation, % at 3 µM. 360,000 compounds, 0.3% hits. AID 624038;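 active means activation above the run cutoff, the mean activation of all test compounds plus 3 SD, cut at about 18% in these data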
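Replicates: One well per compound, no replicates | System: Human M5 receptor in CHO-K1 cells | Benchmarks: Low control EC20 acetylcholine (0%), high control EC100 acetylcholine (100%) | Probe or stimulus: Acetylcholine, EC20 level | Times: Fluo-8 loading 80 min at 37 °C plus 30 min room temperature | Signal: Intracellular calcium via Fluo-8 fluorescence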
CHRM1 PAM: positive allosteric modulators of human M1 muscarinic receptor. AID 588819. CHO-K1 hM1, Fluo-8 calcium fluorescence, ACh EC20; 0% = ACh EC20, 100% = maximal ACh. activation, % at 3 µM. P11229. 360,000 compounds, 0.088% hits; in the data active means activation above about 19%, passing the limit was not always enough
CRFBP-R2 agonist: agonists of human CRF-binding protein/CRF-R2 receptor complex; HEK293 CRF-R2/CRF-BP, calcium dye fluorescence (FLIPR); percent of saturating CRF peptide response; activation, % at 13.2 µM; 350,000 compounds, 0.46% hits;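 active means activation of at least 50%, plus an integration ratio under a set limit after plate pattern correction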;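 further: plate controls were neutral control wells without compound for no effect and CRF at EC100 for full effect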
M4 PAM: potentiates acetylcholine response at human M4 receptor; CHO-K1 hM4/Gqi5, Fluo-8 calcium fluorescence, ACh EC20; 0% = ACh EC20, 100% = maximal ACh; 360,000 compounds, 0.4% hits; activation, % at 3 µM; P08173;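 active means activation above its plate's cutoff, the mean activation of sample wells plus 3 SD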; further: some results filed as inactive read as strong as hits
M4 ag: CHRM4 agonism in calcium assay; P08173; CHO-K1 hM4/Gqi5, Fluo-8 calcium fluorescence; vehicle 0%, full acetylcholine response 100%; activation, % at 3 µM; 360,000 compounds, 0.14% hits; AID 624127;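 active means activation above the run mean over all test wells plus 3 SD, cut at about 32% in these data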;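 further: peak over basal fluorescence ratio per well then scaled between controls; 0% = DMSO wells and 100% = acetylcholine at EC100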
The depositor's hits bear a star; / = no result given.

SMILES | M5 antag | CHRM5 agonist | CHRM1 antagonist | CHRM4 antagonist | CHRM5 PAM | CHRM1 PAM | CRFBP-R2 agonist | M4 PAM | M4 ag
Cc1ccc(C(=O)NN2C(=O)/C(=C/c3cccn3C)SC2=S)cc1 | -3 | -1 | -2 | 1 | -1 | -1 | 0.4 | 0 | 3
CCOc1cc(/C=N/Nc2nc(-c3cccc(S(=O)(=O)N4CCCC4)c3)cs2)ccc1O | 15 | -1 | -1 | 4 | -7 | 5 | 1.0 | -1 | 1
CN(C)c1nc2ccc(OCCN3CCCCC3)cc2s1 | 4 | -5 | 10 | 7 | 1 | -10 | 0.8 | -11 | 0
CCOC(=O)CSC1=NC(=O)/C(=C\c2ccc(Cl)cc2)S1 | 1 | 0 | 0 | 3 | -6 | 5 | 5.5 | -6 | 2
COc1ccc(C)cc1Nc1nc(-c2c(C)[nH]c3ccccc23)cs1 | 9 | -1 | -3 | 2 | -4 | -1 | -1.9 | 2 | 1
Cc1ccc(-c2csc(N(CCO)CCCn3c(C(F)(F)F)nc4cc(C(F)(F)F)ccc43)n2)cc1 | 6 | 4 | 3 | 0 | 3 | 1 | 2.4 | 0 | 4
CCCN(C)C1CN(Cc2cn(Cc3cccc(C(F)(F)F)c3)nn2)S(=O)(=O)C1 (stereo unspecified) | 4 | 2 | / | -4 | 0 | / | / | 13 | 1
CCNS(=O)(=O)c1ccc(CCC(=O)NCc2ccccc2)cc1 | 0 | -3 | -1 | -2 | -3 | 2 | -1.6 | 5 | 1
CC(C)(C)NC(=O)NC(=O)COC(=O)Cc1c(F)cccc1Cl | 4 | -5 | 2 | -6 | 3 | -4 | -0.5 | 6 | 1
CC(NCCC1(Cc2ccccc2Cl)CCOC(C)(C)C1)c1cccs1 (stereo unspecified) | 2 | -1 | 4 | 4 | -3 | 0 | 1.4 | -10 | 14
COc1ccc(-c2nn(-c3ccccc3)cc2C(=O)NC2CC2)cc1 | 4 | -1 | -8 | 4 | -1 | 5 | -1.4 | 4 | 5
CC1(C(=O)NCc2ccc3c(c2)OCO3)CCN1Cc1csc2ccccc12 (stereo unspecified) | 0 | -1 | 13 | -10 | -4 | -9 | / | -9 | 2
CC(=O)N/C(=N/c1nc(C)cc(C)n1)Nc1ccc(F)cc1F | 1 | -3 | -14 | -2 | -2 | 10 | 2.4 | 1 | 1
Cc1ccc(S(=O)(=O)N[C@H](C(=O)OCC(=O)N2N=C(c3ccc(Cl)cc3)CC2c2ccco2)C(C)C)cc1 (stereo partly specified) | 7 | -2 | 3 | 20 | -6 | -9 | 58* | -2 | 0
O=C(COC(=O)c1ccc(F)cc1)Nc1ccc2c(c1)OCO2 | 9 | 1 | -16 | -7 | 2 | 5 | -1.5 | 6 | 2
O=C(Nc1ccc(S(=O)(=O)N2CCCC2)cc1)c1cncc(Br)c1 | 1 | 3 | 3 | -5 | -5 | -3 | -2.1 | -1 | 11
C=CCNC(=O)N1CCc2[nH]c3ccc(F)cc3c2C1 | 0 | 3 | -11 | 3 | -6 | -1 | 1.6 | 1 | 0
CC(OC(=O)CCCCCN=C1NS(=O)(=O)c2ccccc21)C(=O)Nc1cc(Cl)cc(Cl)c1 (stereo unspecified) | 1 | 0 | 8 | 3 | -2 | -9 | 0.1 | -15 | 7
CSc1ccccc1NC(=O)c1cccs1 | -2 | -3 | -6 | -3 | -5 | -5 | -2.7 | 0 | 0
COc1ccc(C(=O)NC2CCCc3c2cnn3-c2cccc(C)c2C)o1 (stereo unspecified) | 12 | 5 | 4 | 5 | -11 | 1 | 0.6 | -6 | 11
CS(=O)(=O)N1CCN(Cc2ccccc2C(F)(F)F)CC1 | 7 | -3 | -17 | 6 | 5 | 0 | -1.8 | -1 | 1
CC(Oc1ccc(Cl)cc1Cl)C(=O)NCCCCc1ccccc1 (stereo unspecified) | 0 | -3 | -3 | -5 | -3 | 4 | 0.3 | 1 | -2
CC(=O)C(N=Nc1ccccc1)(Sc1nnc(-c2ccccc2)n1-c1ccccc1)C(C)=O | -1 | -6 | -7 | -4 | -9 | -12 | 0.9 | -6 | -2
CC[C@@H]1[C@H]2CCCC(=O)N3CC[C@@H](C[C@@H]1OC(=O)Nc1ccccc1)[C@@H]23 | 3 | 0 | -5 | -8 | 0 | 9 | -2.0 | 4 | 0
CC(C)CN(C(=O)COc1ccc([N+](=O)[O-])cc1)c1c(N)n(CC(C)C)c(=O)[nH]c1=O | 15 | -3 | -6 | -7 | -10 | 7 | 2.4 | 3 | 0

Entries of single compounds, quoted from the list.
Shown for `O=C(Nc1ccc(S(=O)(=O)N2CCCC2)cc1)c1cncc(Br)c1` : M5 antag = 1; CHRM5 agonist = 3; CHRM1 antagonist = 3; CHRM4 antagonist = -5; CHRM5 PAM = -5; CHRM1 PAM = -3; CRFBP-R2 agonist = -2.1; M4 PAM = -1; M4 ag = 11
Shown for `CC(C)CN(C(=O)COc1ccc([N+](=O)[O-])cc1)c1c(N)n(CC(C)C)c(=O)[nH]c1=O` : M5 antag = 15; CHRM5 agonist = -3; CHRM1 antagonist = -6; CHRM4 antagonist = -7; CHRM5 PAM = -10; CHRM1 PAM = 7; CRFBP-R2 agonist = 2.4; M4 PAM = 3; M4 ag = 0

Later entries.
SMILES | M5 antag | CHRM5 agonist | CHRM1 antagonist | CHRM4 antagonist | CHRM5 PAM | CHRM1 PAM | CRFBP-R2 agonist | M4 PAM | M4 ag
CC(C)Cn1c(=O)c2c(nc3n2CCCN3CCc2ccccc2)n(C)c1=O | 13 | 0 | -11 | -3 | -7 | 7 | -1.3 | -7 | 12
COc1ccc(NC(=O)c2cccc3c2C(=O)N(C2CCCCC2)C3)cc1 | 0 | -1 | -2 | 2 | 1 | 1 | -1.1 | -1 | 0
COCCNC(=S)N(CCCO)Cc1cc2cc3c(cc2[nH]c1=O)OCO3 | 5 | 0 | -2 | -1 | -1 | 3 | -0.5 | 5 | 1
CN(C)CCn1c(N)nc2ccccc21 | 2 | -1 | -22 | 8 | 3 | 5 | -0.4 | 13 | 1
CCn1c(SCC(=O)NC2CC2)nnc1-c1ccccn1 | -3 | 0 | -9 | 3 | 0 | 9 | -1.0 | -5 | 0
COc1ccc2c(c1)c1ncn(Cc3ccc(F)cc3)c(=O)c1n2C | -8 | 5 | 0 | 3 | 3 | 0 | -1.1 | 1 | 2
Cc1c(Br)c(C(F)(F)F)nn1CC(=O)N(C)C1CCCCC1 | 8 | -5 | -5 | 1 | 2 | 10 | -1.5 | -2 | 1
COc1cc(O)c(C(=O)/C=C/c2ccccc2)c(OC)c1 | 6 | 1 | -3 | 0 | 0 | 0 | 0.4 | 2 | 0
COc1ccc(CN(N=O)C2CC(=O)N(c3ccc(OC)cc3)C2=O)cc1 (stereo unspecified) | 9 | -4 | -26 | 2 | -6 | 12 | -0.4 | -1 | 0
Cc1nc2sc3c(c2c(=O)n1/N=C/c1ccco1)CCCC3 | 2 | -1 | 10 | -1 | -1 | -2 | 0.1 | 5 | 0
Cc1cc(-c2ccccc2)nc(=O)[nH]1 | -10 | -1 | 23 | 2 | 2 | -4 | 7.1 | -4 | 1
Cc1noc(C)c1S(=O)(=O)N(C)C[C@H]1Oc2ccc(NC(=O)C3CCCCC3)cc2C(=O)N([C@H](C)CO)C[C@@H]1C | 21 | -2 | 7 | -1 | -3 | -1 | 3.6 | 6 | 1
COc1ccc(NC(=O)/C=C/c2ccccc2)c([N+](=O)[O-])c1 | -4 | -1 | 1 | 8 | -5 | 0 | 2.4 | -6 | 0
O=C(/C=C/c1cccc(Br)c1)N1CCN(c2ccccn2)CC1 | 0 | -1 | 0 | -9 | 4 | 4 | -1.9 | 3 | 4
COc1ccc(Cl)cc1NC(=O)CCc1ccccc1 | 0 | -10 | -1 | 3 | -14 | 1 | -1.8 | -5 | -1
CN1CCN(C(=O)/C(=C/c2ccc(F)cc2)NC(=O)c2ccccc2)CC1 | 11 | -1 | 0 | 14 | -4 | 1 | -0.3 | -8 | 0
Cn1c2ccccc2c(=O)c2ccc(F)cc21 | 2 | -4 | -12 | 9 | 7 | 19 | 0.2 | 16 | 1
CC(C)C(N)c1csc(Nc2ccc(C(=O)NCCCO)cn2)n1 (stereo unspecified) | 8 | 1 | 4 | -4 | -2 | -1 | / | 0 | 1
COc1ccccc1N1CCN(CC(=O)NCc2ccc(Cl)cc2)CC1 | 7 | -3 | -23 | -2 | -3 | 9 | -0.9 | -7 | 4
CNC(=S)NNC(=O)c1oc2nc(-c3ccccc3)cc(C)c2c1N | -1 | 2 | -6 | -2 | 12 | 12 | 0.9 | 15 | 1
O=C(O)c1cccc([N+](=O)[O-])c1C(=O)Nc1nc2ccccc2s1 | 6 | -3 | 2 | -1 | 3 | 4 | -1.6 | 0 | 1
CCOc1ccccc1NC(=O)CN1C(=O)CSC(C)C1=O (stereo unspecified) | 5 | 0 | -1 | -5 | 4 | 2 | 0.6 | -1 | 2
COc1ccc2[nH]cc(CCNC(=O)c3ccco3)c2c1 | 5 | 3 | -13 | -15 | 1 | 6 | -0.7 | 7 | 4
Cc1nc(C)c(-c2ccc(SCc3ccccc3F)nn2)s1 | -3 | -5 | -8 | -9 | 3 | 1 | -1.1 | 1 | 4
O=C(CSc1cccc2cccc(Cl)c12)OCC(=O)N1CCN(C(=O)c2ccco2)CC1 | 0 | -1 | -9 | 3 | -3 | 3 | -0.9 | -3 | 1
Next section
SMILES | M5 antag | CHRM5 agonist | CHRM1 antagonist | CHRM4 antagonist | CHRM5 PAM | CHRM1 PAM | CRFBP-R2 agonist | M4 PAM | M4 ag
O=C(CS(=O)(=O)Cc1ccccc1)Nc1nnc(C2CCCCC2)s1 | -8 | -1 | 17 | -1 | 1 | 5 | 2.3 | 22 | 2
c1coc(-c2nc(N=C3N=c4ccccc4=N3)[nH]c2-c2ccco2)c1 | 2 | 0 | -20 | -4 | -1 | 7 | -0.8 | -3 | 0
COc1ccc(C(C)NC(=O)C2CCCO2)cc1OC (stereo unspecified) | 0 | 0 | -4 | 9 | 4 | 4 | 1.4 | -4 | -1
Cc1ccc(S(=O)(=O)N2CCC(C(=O)N3CCCCCCC3)CC2)cc1 | 2 | 0 | -11 | -5 | 0 | 7 | -0.9 | -5 | 3
CC(=NNC(=O)c1cc(C)nc2ccccc12)c1ccc(N2CCOCC2)cc1 | 12 | -1 | -12 | 0 | 1 | 4 | -2.0 | 2 | 1
COc1ccc(N=C/C=C2\C=C(c3ccccc3)OC(C)(C)O2)cc1 | -3 | -5 | 3 | -1 | -5 | -5 | 0.6 | -7 | 0
COc1ccc(-c2nnc3ccc(SCC(=O)N4CCCCCC4)nn23)cc1OC | 2 | 1 | -11 | -3 | -5 | 8 | -2.5 | 10 | 0
COc1cccc2cc(C(=O)OCC(=O)N3CC(C)OC(C)C3)c(=O)oc12 (stereo unspecified) | 12 | 4 | -9 | 5 | 7 | 12 | 0.3 | 6 | 1
COc1cccc(NC(=O)Nc2c(C)n(C)n(-c3ccccc3)c2=O)c1 | 1 | -9 | -10 | 4 | 15 | 9 | -0.2 | 4 | 0
S=c1[nH]nc(COc2ccc(Cl)cc2)n1-c1ccccc1 | 0 | 1 | -9 | -7 | 4 | 10 | -0.7 | 6 | 2
COc1ccc(C(=O)Cn2c(NCCCO)nc3ccccc32)cc1OC | 2 | 1 | -10 | -6 | -3 | 10 | -0.4 | 4 | 1
CCS(=O)(=O)c1nc(S(=O)(=O)c2ccc(Cl)cc2)c(N2CCN(C)CC2)s1 | 22 | -9 | -6 | -4 | -5 | 6 | 0.3 | -8 | 4

The order is random; 2.8% or so of the library scored in one or more.
